Source: PubChem
APJ antag: antagonists of human apelin receptor APJ, primary screen, CHO-K1 cells, beta-arrestin complementation, luminescence | P35414 | inhibition, % at 20 µM | actives 0.32% (n = 330,000) | AID 2521, 2010;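 active = inhibition above about 40% at 20 µM, limit read from the data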;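 also: cells challenged with 10 nM apelin-13 agonist together with compound; plate controls were apelin-13 plus DMSO wells for no effect and DMSO wells lacking apelin-13 for full effect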
Target sequence (P35414 whole entry, looked up): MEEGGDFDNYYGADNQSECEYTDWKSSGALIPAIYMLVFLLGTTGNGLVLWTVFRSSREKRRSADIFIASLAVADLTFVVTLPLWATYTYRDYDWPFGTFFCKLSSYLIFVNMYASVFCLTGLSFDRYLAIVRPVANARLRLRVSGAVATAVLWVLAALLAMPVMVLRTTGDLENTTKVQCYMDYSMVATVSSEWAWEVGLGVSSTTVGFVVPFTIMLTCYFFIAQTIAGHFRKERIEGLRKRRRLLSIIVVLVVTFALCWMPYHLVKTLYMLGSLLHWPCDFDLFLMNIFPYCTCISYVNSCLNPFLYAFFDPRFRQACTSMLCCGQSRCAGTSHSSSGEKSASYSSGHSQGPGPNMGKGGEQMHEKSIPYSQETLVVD
NR3A LBD binder: binders of NR3A ligand-binding domain, primary screen, biophysical, differential scanning fluorimetry, uHTS; Tm shift relative to glycine control, % at 25 µM; AID 1259313, 2017; actives 2.5% (n = 340,000); Glutamate receptor ionotropic, NMDA 3A (GRIN3A) ligand-binding domain; NR3A LBD differential scanning fluorimetry, Tm shift; 0% = protein alone, 100% = glycine-bound protein;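 active = melting temperature shift of at least 10% of the positive control shift, at one fixed dose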
MIN6 prolif: inducers of MIN6 beta-cell proliferation, primary screen, ATP luminescence, uHTS. proliferation, % at 10 µM. MIN6 cells proliferation, ATPlite luminescence, 48 h; cells starved in 0.2% serum; 100% = growth in 10% serum. actives 0.29% (n = 330,000). AID 2380, 2010;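 active = compounds whose signal lies at least 3.5 SD above the mean of all wells on their plate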;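 also: 0% = DMSO-treated cells in low-serum medium and 100% = 10% serum control; some compounds called inactive have numbers as strong as hits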
MPTP inh: mitochondrial permeability transition pore inhibitors, primary screen, biochemical, isolated mouse mitochondria, absorbance. Ca2+ swelling absorbance, 30 min. inhibition, % at 10 µM. actives 1.4% (n = 360,000);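 active = inhibition of 50% or more, scaled per plate between neutral and stimulator controls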;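 also: 0% = DMSO wells given calcium and 100% = 1 mM EGTA wells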
APJ agonist: agonists of human apelin receptor APJ, primary screen, CHO-K1 cells, PathHunter beta-arrestin, luminescence | 0% DMSO wells, 100% apelin | actives 0.11% (n = 330,000) | P35414 | activation, % at 20 µM;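 active = activation more than six SD over the plate average, tested at 20 µM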;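 also: 0% = DMSO alone and 100% = apelin-13 at 10 nM; some results filed as inactive read as strong as hits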
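Material: CHO-K1 APJ beta-arrestin complementation cell line; Input: cell density 1000 per well; Incubation: compound stimulation 90 min at 25 °C, detection 60 min; Signal: luminescence from split beta-galactosidase complementation, Galacton Star/Emerald II substrate; Controls: DMSO-only wells as negative, 10 nM Apelin-13 as positive control.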
tim10-1 inh: growth inhibitors of tim10-1 mutant yeast, primary screen, luminescence, uHTS; AID 463190, 2010; actives 2.2% (n = 330,000); inhibition, % at 20 µM; S. cerevisiae tim10-1 ts strain growth, BacTiter-Glo, 24 h;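 active = inhibition of at least 40%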;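 also: mutant grown at 25 °C; 0% = DMSO wells with yeast and 100% = wells holding no yeast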
TIM10 inh: growth inhibitors of isogenic TIM10 control yeast, primary screen, counter-screen for tim10-1 yeast inhibitor project, luminescence, uHTS | S. cerevisiae TIM10 strain growth, BacTiter-Glo luminescence, 24 h | inhibition, % at 10 µM | actives 1.4% (n = 330,000);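 active = inhibition of 40% or more at the single tested concentration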;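 also: wild-type TIM10 isogenic control strain grown at permissive 25 °C; 0% = DMSO yeast wells and 100% = minimal medium wells without yeast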
tim23-1 inh: growth inhibitors of tim23-1 mutant yeast, primary screen, luminescence, uHTS; S. cerevisiae tim23-1 growth, BacTiter-Glo luminescence, 24 h; inhibition, % at 20 µM; actives 1.3% (n = 330,000); AID 463212, 2010;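 active = growth inhibition of the mutant yeast at or above 50%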;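 also: temperature-sensitive mutant grown at 25 °C; plate controls were DMSO-treated mutant yeast for no effect and medium wells lacking yeast for full effect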
NLRP3 yeast inh: NALP3 inflammasome inhibitors in reconstituted yeast, primary screen, luminescence, uHTS. Yeast reconstituted NLRP3/ASC/caspase-1, beta-gal luminescence, 24 h. inhibition, % at 10 µM. actives 0.39% (n = 330,000);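 active = inhibition of 50% or more; inactive = inhibition below 50%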;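 also: plate controls were induced DMSO wells for no effect and uninduced yeast grown without galactose for full effect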
Starred values were filed as active, the others as inactive.

`CCN1CCN(c2cc(C)c3cc(NC(=O)c4cc(OC)cc(OC)c4)ccc3n2)CC1` gave APJ antag -3.9, NR3A LBD binder 1.1, MIN6 prolif -6.2, MPTP inh 0.9, APJ agonist -3.3, tim10-1 inh -3.2, TIM10 inh 0.1, tim23-1 inh -2.4 and NLRP3 yeast inh 12.2.
`O=C(NCc1ccccn1)c1ccc(N2CCCC2=O)cc1` gave APJ antag 5.5, NR3A LBD binder 1.7, MIN6 prolif -0.3, MPTP inh -1.7, APJ agonist -2.7, tim10-1 inh 3.2, TIM10 inh -10.3, tim23-1 inh 6.0 and NLRP3 yeast inh 11.6.
Screening CC1CCN(C(=O)CN(C2CCCCC2)S(C)(=O)=O)CC1 returned APJ antag 2.5, NR3A LBD binder 1.8, MIN6 prolif 0.6, MPTP inh 3.8, APJ agonist -0.1, tim10-1 inh 14.6, TIM10 inh 2.0, tim23-1 inh 11.2 and NLRP3 yeast inh 10.7.
C=CCc1c(O)nc(SCC(=O)c2ccccc2)[nH]c1=O was read as APJ antag 10.8, NR3A LBD binder -1.6, MIN6 prolif -0.4, MPTP inh -1.2, APJ agonist -4.8, tim10-1 inh -11.6, TIM10 inh 3.6, tim23-1 inh 7.8 and NLRP3 yeast inh 7.2.
`Cc1ccnc(-n2c(C)cc(C=O)c2C)c1` gave APJ antag -3.6, NR3A LBD binder 0.2, MIN6 prolif 0.5, MPTP inh -0.1, APJ agonist -1.0, tim10-1 inh 5.4, TIM10 inh -13.9, tim23-1 inh 3.9 and NLRP3 yeast inh 13.3.
Screening CCOC(=O)C(=CNc1cscc1S(=O)(=O)C(C)C)C(=O)OCC returned APJ antag 8.2, NR3A LBD binder -1.5, MIN6 prolif 3.9, MPTP inh 2.1, APJ agonist -3.2, tim10-1 inh 10.7, TIM10 inh 14.7, tim23-1 inh 14.7 and NLRP3 yeast inh 7.8.
`O=P(OC1CCCCC1)(OC1CCCCC1)C(Nc1ccccc1)c1cccnc1` (stereo unspecified) gave APJ antag -2.4, NR3A LBD binder 1.2, MIN6 prolif -3.0, MPTP inh 1.3, APJ agonist -4.0, tim10-1 inh 37.7, TIM10 inh 38.6, tim23-1 inh 44.5 and NLRP3 yeast inh 3.4.
O=C(O)/C=C/c1cn(-c2ccccc2)nc1-c1ccc2c(c1)OCCO2 was read as APJ antag -10.3, NR3A LBD binder -3.0, MIN6 prolif -2.0, MPTP inh 0.0, APJ agonist -2.8, tim10-1 inh 8.4, TIM10 inh -3.0, tim23-1 inh 24.7 and NLRP3 yeast inh 13.7.
Cc1ccc(N2CC(C(=O)O)CC2=O)cc1 (stereo unspecified) was read as APJ antag -8.3, NR3A LBD binder 1.9, MIN6 prolif 6.5, MPTP inh -0.4, APJ agonist 0.1, tim10-1 inh 6.4, TIM10 inh -0.2, tim23-1 inh 0.6 and NLRP3 yeast inh 10.0.
`CCOC(=O)c1ccc(C(=O)OCC)nc1` gave APJ antag -4.1, NR3A LBD binder 1.0, MIN6 prolif -1.3, MPTP inh 0.5, APJ agonist -0.8, tim10-1 inh 9.9, TIM10 inh -4.8, tim23-1 inh 4.2 and NLRP3 yeast inh 3.0.
CCOC(=O)C(CCC(C)=O)C(=O)c1ccccc1 (stereo unspecified) was read as APJ antag -31.3, NR3A LBD binder 2.7, MIN6 prolif -2.2, MPTP inh -1.9, APJ agonist 9.0, tim10-1 inh -13.6, TIM10 inh -5.2, tim23-1 inh 2.5 and NLRP3 yeast inh 2.7.
CN1OC2C(=O)N(c3ccccc3)C(=O)C2C1c1ccc(F)cc1 (stereo unspecified) was read as APJ antag -10.3, NR3A LBD binder -2.0, MIN6 prolif -1.3, MPTP inh -1.6, APJ agonist -2.7, tim10-1 inh 0.6, TIM10 inh 5.1, tim23-1 inh 12.9 and NLRP3 yeast inh 5.0.
Cc1cc(C)n2nc(SCC(=O)N(C)c3c(N)n(Cc4ccccc4)c(=O)[nH]c3=O)nc2n1 was read as APJ antag 9.8, MIN6 prolif 0.9, MPTP inh 2.8, APJ agonist -2.8, tim10-1 inh 13.5, TIM10 inh 8.5, tim23-1 inh 7.2 and NLRP3 yeast inh 14.0.
For CSc1nc2c(c(=O)[nH]1)C(c1cccs1)C1=C(CCCC1=O)N2 (stereo unspecified) the results were APJ antag 1.0, NR3A LBD binder -2.5, MIN6 prolif -3.2, MPTP inh -0.3, APJ agonist -0.9, tim10-1 inh 24.5, TIM10 inh -4.3, tim23-1 inh 4.1 and NLRP3 yeast inh 14.1.
N#Cc1cc(Cl)c(NCC2CCCO2)cc1C#N (stereo unspecified) was read as APJ antag -6.9, NR3A LBD binder -1.2, MIN6 prolif 1.3, MPTP inh -0.9, APJ agonist -0.4, tim10-1 inh -29.9, TIM10 inh -2.2, tim23-1 inh -2.8 and NLRP3 yeast inh 10.4.
Screening CC(C)CNC(=O)C1CCN(S(=O)(=O)c2ccc(-n3cnnn3)cc2)CC1 returned APJ antag 24.1, NR3A LBD binder -0.3, MIN6 prolif -3.6, MPTP inh -0.8, APJ agonist -1.6, tim10-1 inh -12.8, TIM10 inh -7.8, tim23-1 inh -11.7 and NLRP3 yeast inh 10.9.
Screening Cc1cccnc1 returned APJ antag -4.7, NR3A LBD binder 0.1, MIN6 prolif -0.4, MPTP inh 1.5, APJ agonist 0.7, tim10-1 inh 7.9, TIM10 inh 0.6, tim23-1 inh 7.4 and NLRP3 yeast inh 3.0.
Screening Cc1ccc(NC(=O)CCC(=O)NNC(=O)Cc2ccccc2)cc1C returned APJ antag -0.6, NR3A LBD binder -1.0, MIN6 prolif -2.8, MPTP inh 0.8, APJ agonist -1.7, tim10-1 inh 0.8, TIM10 inh 0.5, tim23-1 inh 10.9 and NLRP3 yeast inh 18.7.
O=C(NCc1ccccc1)NC1(C(=O)N2CCN(c3ncccn3)CC2)CCCCC1 was read as APJ antag -20.5, NR3A LBD binder -0.7, MIN6 prolif -1.4, MPTP inh 14.3, APJ agonist -0.2, tim10-1 inh 5.2, TIM10 inh 9.9, tim23-1 inh 9.9 and NLRP3 yeast inh 22.6.
`Cc1ccc(S(=O)(=O)NC(CC(=O)NCc2ccco2)c2ccco2)cc1` (stereo unspecified) gave APJ antag 11.5, NR3A LBD binder 3.8, MIN6 prolif -2.3, MPTP inh 1.4, APJ agonist 1.6, tim10-1 inh -3.7, TIM10 inh -5.4, tim23-1 inh 11.8 and NLRP3 yeast inh 12.1.
COc1ccc(S(=O)(=O)Nc2cc3c4c(oc3c3ccccc23)CC(C)(C)CC4=O)cc1 was read as APJ antag -28.9, NR3A LBD binder 0.5, MIN6 prolif -5.9, MPTP inh 4.5, APJ agonist 5.7, tim10-1 inh 22.6, TIM10 inh 39.7, tim23-1 inh 34.4 and NLRP3 yeast inh 15.1.
COCCNC(=O)/C(C#N)=C/c1ccc2c(c1)OCO2 was read as APJ antag 7.0, NR3A LBD binder -1.0, MIN6 prolif -3.5, MPTP inh 0.1, APJ agonist -0.3, tim10-1 inh 29.6, TIM10 inh 8.9, tim23-1 inh 19.8 and NLRP3 yeast inh 10.6.
`Cc1ccc(C(=O)CC(SCC(=O)O)c2ccc([N+](=O)[O-])cc2)cc1` (stereo unspecified) gave APJ antag 3.9, NR3A LBD binder 0.3, MIN6 prolif -5.9, MPTP inh -0.1, APJ agonist 1.5, tim10-1 inh 19.3, TIM10 inh -1.4, tim23-1 inh 23.8 and NLRP3 yeast inh 14.3.
`CC1(C)CC(NC(=O)Nc2ccc([N+](=O)[O-])cc2)CC(C)(C)N1` gave APJ antag -32.3, NR3A LBD binder -1.0, MIN6 prolif -1.4, MPTP inh 2.7, APJ agonist -2.8, tim10-1 inh 4.8, TIM10 inh -3.7, tim23-1 inh 29.8 and NLRP3 yeast inh 9.6.
For CCCCOC(=O)Nc1nc(CC(=O)OCC)cs1 the results were APJ antag -20.6, NR3A LBD binder -0.4, MIN6 prolif -3.0, MPTP inh 0.2, APJ agonist -3.2, tim10-1 inh 14.8, TIM10 inh 13.0, tim23-1 inh 8.9 and NLRP3 yeast inh 11.4.
Screening OCC1(CCc2ccccc2)CCN(Cc2cnc(N3CCCC3)s2)CC1 returned APJ antag 1.4, NR3A LBD binder -4.7, MIN6 prolif -0.5, MPTP inh 0.3, APJ agonist -3.9, tim10-1 inh 7.3, TIM10 inh 3.3, tim23-1 inh -2.5 and NLRP3 yeast inh -15.7.
Screening N/C(=N\OC(=O)CCC(=O)O)c1ncc(C(F)(F)F)cc1Cl returned APJ antag -1.6, NR3A LBD binder -1.0, MIN6 prolif -0.3, MPTP inh -0.5, APJ agonist 1.2, tim10-1 inh 2.6, TIM10 inh -2.1, tim23-1 inh 11.7 and NLRP3 yeast inh 18.5.
O=S(=O)(c1ccccc1)N1CCN(c2nc3ccccc3s2)CC1 was read as APJ antag -11.3, NR3A LBD binder 7.3, MIN6 prolif 0.0, MPTP inh 4.2, APJ agonist 3.0, tim10-1 inh 12.8, TIM10 inh -11.6, tim23-1 inh -8.8 and NLRP3 yeast inh -0.5.
O=C(CCCN1C(=O)c2ccccc2C1=O)N1CCOCC1 was read as APJ antag -5.5, NR3A LBD binder -0.5, MIN6 prolif 0.4, MPTP inh -1.2, APJ agonist -1.0, tim10-1 inh 3.4, TIM10 inh 2.2, tim23-1 inh 0.4 and NLRP3 yeast inh 20.6.
For Cc1ccc(S(=O)(=O)N2CCC(=O)N(CCOC(=O)Nc3ccc(C)c(C)c3)CC2)cc1 the results were APJ antag -4.9, NR3A LBD binder 0.3, MIN6 prolif -0.1, MPTP inh 0.1, APJ agonist -2.1, tim10-1 inh 4.1, TIM10 inh 1.5, tim23-1 inh 2.8 and NLRP3 yeast inh 0.6.
COc1cccc(/C=N/NC(=O)c2ccc(COc3ccc(Cl)cc3Cl)o2)c1 was read as APJ antag 7.6, NR3A LBD binder -5.8, MIN6 prolif -0.8, MPTP inh 0.4, APJ agonist 0.8, tim10-1 inh -12.5, TIM10 inh -2.3, tim23-1 inh -6.8 and NLRP3 yeast inh 0.5.
Nc1ccccc1-n1cccc1 was read as APJ antag 5.8, NR3A LBD binder 0.2, MIN6 prolif -0.6, MPTP inh 1.4, APJ agonist -2.0, tim10-1 inh 0.1, TIM10 inh 10.9, tim23-1 inh 12.0 and NLRP3 yeast inh 17.2.
For Cc1ccc(C(=O)NCc2ccc(Cl)c(Cl)c2)o1 the results were APJ antag 19.5, NR3A LBD binder -0.7, MIN6 prolif 0.0, MPTP inh 1.0, APJ agonist 4.0, tim10-1 inh 0.2, TIM10 inh -0.7, tim23-1 inh 7.7 and NLRP3 yeast inh 7.3.
Screening COc1ccc(CCN(C)C(=O)COC(=O)/C=C/c2ccc(C)o2)cc1OC returned APJ antag -8.0, NR3A LBD binder 2.6, MIN6 prolif 4.8, MPTP inh -0.5, APJ agonist -5.2, tim10-1 inh 0.9, TIM10 inh 2.6, tim23-1 inh 4.2 and NLRP3 yeast inh 4.1.
